Source: PubChem BioAssay (several laboratories)
ZTA DNA inh: blocks Epstein-Barr virus ZTA, an EBNA-1 counter-screen; P03206; ZTA-DNA binding, fluorescence polarization; inhibition, % at 11 µM; 0.15% of 320,000 active; AID 2234; in the data active means inhibition above about 33%
CTSL1 counter: cathepsin L1 inhibition, PFM18AAP counter-screen. recombinant F. hepatica cathepsin L1, Z-Leu-Arg-MCA fluorescence. inhibition, % at 5.96 µM. 0.49% of 300,000 active. AID 1906;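 active means inhibition above the mean of all tested compounds plus 3 SD, set per screening campaign, cut at about 17% in these data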;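 further: 0% = plate median of test compound wells and 100% = 1 µM Z-Phe-Ala-diazomethylketone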
TPT1 inh: inhibitors of Candida albicans tRNA 2'-phosphotransferase TPT1 | recombinant caTPT1, FP RNA substrate dephosphorylation | inhibition, % at 5 µM | 0.81% of 300,000 active | AID 1962;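 active means inhibition above the mean of all tested compounds plus 3 SD, set per screening campaign, cut at about 24% in these data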;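 further: plate controls were DMSO alone for no effect and ferristatin control at 100 nM for full effect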
core dimer inh: blocks dimerization of HCV core protein | TR-FRET GST/Flag-core106 dimerization, 1536-well | inhibition, % at 5 µM | 0.33% of 300,000 active;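 active means inhibition above the mean of all tested compounds plus 3 SD, set per screening campaign, cut at about 45% in these data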
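System – GST-tagged and Flag-tagged HCV core protein residues 1-106 · Repeats – one well for each compound · Technique – TR-FRET 671 and 617 nm emission · Doses – one concentration, 5 µM, in 0.5% DMSO · Times – 4 h, 22.5 °C incubation · Also added – Eu donor and XL665 acceptor anti-tag antibodies · Measure – percent inhibition of core106 dimerization signal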
PP5 primary: PP5 (human) phosphatase inhibition. P53041. purified PP5c, OMFP substrate fluorescence. inhibition, % at 6.7 µM. 0.18% of 320,000 active. AID 1987;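 active means inhibition above the campaign's mean inhibition across all tested compounds plus 3 SD, cut at about 9.5% in these data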;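 further: 0% = DMSO only and 100% = 100 µM cantharidin control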
Yeast superoxide: lowers age-related superoxide in aged yeast cells; S. cerevisiae aged cells, superoxide DHE fluorescence; stronger effect = lower value; superoxide response (% of plate mean), % at 10 µM; 0.18% of 330,000 active;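 active means superoxide response under a set limit, about three screen SD below normal, cut at about 65% in these data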;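 further: yeast aged for seven days with compound at 30 °C before DHE staining; 100% = average MFI of all compound-treated wells on the plate with controls excluded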
PP1 counter: counter-screen for PP5 inhibitors: inhibitors of human PP1-alpha; P62136; purified PP1alpha, OMFP fluorescence; inhibition, % at 6.7 µM; 0.9% of 320,000 active; AID 2235;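 active means inhibition above the mean inhibition of all tested compounds plus 3 SD, computed separately for each screening campaign, cut at about 15% in these data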
Target sequence (P62136 whole entry, looked up): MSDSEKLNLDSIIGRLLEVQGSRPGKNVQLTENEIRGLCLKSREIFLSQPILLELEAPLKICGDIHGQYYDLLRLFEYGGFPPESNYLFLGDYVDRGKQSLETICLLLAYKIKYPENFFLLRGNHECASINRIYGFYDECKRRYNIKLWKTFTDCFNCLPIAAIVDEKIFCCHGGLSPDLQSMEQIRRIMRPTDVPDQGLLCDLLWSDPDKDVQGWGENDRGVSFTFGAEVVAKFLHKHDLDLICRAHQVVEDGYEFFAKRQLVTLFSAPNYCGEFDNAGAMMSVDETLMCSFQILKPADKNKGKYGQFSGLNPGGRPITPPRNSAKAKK
EBNA-1 inh: blocks EBNA-1 binding to DNA; EBNA-1 DNA binding, fluorescence polarization; inhibition, % at 14.8 µM; 0.34% of 300,000 active; in the data active means inhibition above about 28%
GASC-1 inh: human JMJD2C demethylase inhibition; 0.069% of 330,000 active; inhibition, % at 2.35 µM; AID 2099; Q9H3R0; GST-JMJD2C(1-420) H3K9me3 demethylation, DELFIA europium;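 active means more than half of a compound's replicate wells show inhibition beyond 50%, single wells judged on their own value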;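 further: signal counts dimethyl H3K9 product captured on neutravidin plate; 0% = median of DMSO wells and 100% = 0.3 times that DMSO median; strong numbers were not always called active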
Target sequence (Q9H3R0 1-420 limits assumed): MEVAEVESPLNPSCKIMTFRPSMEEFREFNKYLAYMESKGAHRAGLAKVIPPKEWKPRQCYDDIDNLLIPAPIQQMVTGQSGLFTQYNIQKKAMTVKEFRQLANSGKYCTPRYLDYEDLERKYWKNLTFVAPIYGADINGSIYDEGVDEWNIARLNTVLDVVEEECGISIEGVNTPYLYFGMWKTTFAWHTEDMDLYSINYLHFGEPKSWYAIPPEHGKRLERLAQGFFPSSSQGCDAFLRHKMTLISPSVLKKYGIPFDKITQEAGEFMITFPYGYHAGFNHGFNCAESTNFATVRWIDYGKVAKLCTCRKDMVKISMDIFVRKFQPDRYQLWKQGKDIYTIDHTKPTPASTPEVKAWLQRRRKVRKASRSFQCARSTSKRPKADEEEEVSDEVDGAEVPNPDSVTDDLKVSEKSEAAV
* = called active by the depositor; nt = not tested or not shown.

1. O=C(Oc1ccc2c(c1)OCO2)c1ccc(Br)c(S(=O)(=O)N2CCOCC2)c1
2. COc1ccc(-c2c(C)c3cc(O)ccc3oc2=O)cc1
3. CCCOc1ccc(-c2nc(OCC)c3ccccc3n2)cc1
4. Cc1ccc(C2=NC3(CCCCC3)N=C2SCC(=O)Nc2ccc3c(c2)OCCO3)cc1
5. C/C=C/C1=CC(=O)C[C@H](c2ccc3c(c2)OCO3)C1
6. O=C1CC(c2ccccc2)n2nc(NC(=O)c3ccccc3)nc2N1 (configuration not stated)
7. COc1ccc(CCNC(=O)CSc2ncn[nH]2)cc1
8. CCn1c(=O)n(CC)c2cc(N3CCCC3)c(NC(=O)c3cccc(Cl)c3)cc21

compound no.,1,2,3,4,5,6,7,8
ZTA DNA inh,8.3,0.3,6.6,3.0,9.8,17.6,-18.7,-1.0
CTSL1 counter,-15.2,-0.2,-2.1,-3.7,nt,-0.6,-2.5,1.5
TPT1 inh,-0.2,-1.9,1.9,3.8,nt,-2.9,1.9,0.7
core dimer inh,2.4,0.7,2.4,4.1,nt,0.7,0.1,-13.3
PP5 primary,1.8,1.3,-1.3,5.5,1.1,-1.1,4.5,0.2
Yeast superoxide,124.4,105.0,103.1,94.7,121.0,89.8,86.7,101.3
PP1 counter,3.5,8.0,1.2,-2.6,-1.4,0.6,0.3,0.7
EBNA-1 inh,-6.1,1.1,4.7,2.4,nt,14.2,-13.4,9.4
GASC-1 inh,-1.5,-7.6,12.3,0.0,10.3,7.3,10.6,151.8

9. CC(C)(C)OC(=O)N1CCC(CNC(=O)Nc2ccccc2)CC1
10. COCCC(=O)N1CCC(Oc2ccc(C(=O)N3CCCC(CCCO)C3)cc2)CC1 (configuration not stated)
11. N#Cc1cc2cc3c(cc2nc1NCCNC(=S)NCCCN1CCOCC1)OCO3
12. N#Cc1cnc2cc(-c3ccccc3)nn2c1N
13. CCc1cccc(C)c1N1C(=O)CC(C)(C)CC1=O
14. CC(C)(C)c1ccc(C2(C)NC(=O)N(CC(=O)Nc3ccc4c(c3)OCO4)C2=O)cc1 (configuration not stated)
15. O=C(NC1CCCCC1)c1nn2c(C(F)(F)F)cc(-c3ccco3)nc2c1Br
16. COc1ccc(S(=O)(=O)CCC(=O)N2CCN(c3ccccc3F)CC2)cc1

compound no.,9,10,11,12,13,14,15,16
ZTA DNA inh,31.4,-0.8,-22.3,-5.8,-1.4,12.7,8.6,-17.5
CTSL1 counter,5.3,-1.9,0.9,-2.6,0.3,-1.8,6.3,-0.9
TPT1 inh,-2.5,-0.8,-4.5,-2.6,2.4,-4.4,-1.4,-1.2
core dimer inh,-1.4,3.6,-2.7,-1.8,-4.2,12.1,20.0,-3.5
PP5 primary,-3.1,-2.1,-1.5,2.5,0.5,3.8,-0.4,2.0
Yeast superoxide,78.9,105.5,117.2,85.5,123.1,89.0,93.2,121.7
PP1 counter,-3.0,-9.4,-1.2,-0.9,-11.0,-1.2,3.0,-4.9
EBNA-1 inh,5.1,-6.2,3.0,-7.0,-4.1,2.1,1.9,-5.5
GASC-1 inh,5.3,9.0,-26.9,-2.2,-17.9,33.6,-0.1,0.7

Some of the entries above, reformatted:
cpd	structure	ZTA DNA inh	CTSL1 counter	TPT1 inh	core dimer inh	PP5 primary	Yeast superoxide	PP1 counter	EBNA-1 inh	GASC-1 inh
2	COc1ccc(-c2c(C)c3cc(O)ccc3oc2=O)cc1	0.3	-0.2	-1.9	0.7	1.3	105.0	8.0	1.1	-7.6
3	CCCOc1ccc(-c2nc(OCC)c3ccccc3n2)cc1	6.6	-2.1	1.9	2.4	-1.3	103.1	1.2	4.7	12.3
4	Cc1ccc(C2=NC3(CCCCC3)N=C2SCC(=O)Nc2ccc3c(c2)OCCO3)cc1	3.0	-3.7	3.8	4.1	5.5	94.7	-2.6	2.4	0.0
5	C/C=C/C1=CC(=O)C[C@H](c2ccc3c(c2)OCO3)C1	9.8	nt	nt	nt	1.1	121.0	-1.4	nt	10.3
6	O=C1CC(c2ccccc2)n2nc(NC(=O)c3ccccc3)nc2N1 (configuration not stated)	17.6	-0.6	-2.9	0.7	-1.1	89.8	0.6	14.2	7.3
7	COc1ccc(CCNC(=O)CSc2ncn[nH]2)cc1	-18.7	-2.5	1.9	0.1	4.5	86.7	0.3	-13.4	10.6
8	CCn1c(=O)n(CC)c2cc(N3CCCC3)c(NC(=O)c3cccc(Cl)c3)cc21	-1.0	1.5	0.7	-13.3	0.2	101.3	0.7	9.4	151.8
9	CC(C)(C)OC(=O)N1CCC(CNC(=O)Nc2ccccc2)CC1	31.4	5.3	-2.5	-1.4	-3.1	78.9	-3.0	5.1	5.3
10	COCCC(=O)N1CCC(Oc2ccc(C(=O)N3CCCC(CCCO)C3)cc2)CC1 (configuration not stated)	-0.8	-1.9	-0.8	3.6	-2.1	105.5	-9.4	-6.2	9.0
11	N#Cc1cc2cc3c(cc2nc1NCCNC(=S)NCCCN1CCOCC1)OCO3	-22.3	0.9	-4.5	-2.7	-1.5	117.2	-1.2	3.0	-26.9
12	N#Cc1cnc2cc(-c3ccccc3)nn2c1N	-5.8	-2.6	-2.6	-1.8	2.5	85.5	-0.9	-7.0	-2.2
13	CCc1cccc(C)c1N1C(=O)CC(C)(C)CC1=O	-1.4	0.3	2.4	-4.2	0.5	123.1	-11.0	-4.1	-17.9

New compounds follow:
17. CC(C)CNC(=O)c1cccc(NC(=O)COc2cccc([N+](=O)[O-])c2)c1
18. O=C(NCCN1CCN(C(=O)c2ccc(F)cc2)CC1)c1ccc(F)cc1
19. COc1cccc(C(=O)NC2CC3CCCC(C2)N3CC(=O)Nc2ccc(N(C)C)cc2)c1 (configuration not stated)
20. Cc1nnc(-c2cccc(Br)c2)c2cn(-c3ccccc3Cl)nc12
21. CCc1ccc(NC(=O)Cc2ccc(-n3cccc3)cc2)cc1
22. NS(=O)(=O)c1cc2c(cc1Cl)NC=NS2(=O)=O
23. COc1ccc(C2=NN(C(=O)CSc3nc4ccccc4s3)C(c3ccc(OC)cc3)C2)cc1 (configuration not stated)
24. CCOc1cc(/C=N/NC(=O)C(=O)N/N=C/c2ccc(O)c(OCC)c2)ccc1O

compound no.,17,18,19,20,21,22,23,24
ZTA DNA inh,-8.8,7.2,-19.9,-1.4,-9.2,-16.8,4.7,7.7
CTSL1 counter,-2.5,0.2,-3.4,1.2,-0.1,2.8,1.7,2.8
TPT1 inh,0.6,2.9,-2.2,-1.5,3.0,-5.7,-0.1,1.1
core dimer inh,1.1,1.1,-15.6,-1.7,18.1,-5.0,4.6,-12.7
PP5 primary,2.8,3.3,1.3,2.9,3.3,2.5,3.4,4.5
Yeast superoxide,93.5,93.8,124.2,89.1,111.4,102.6,109.2,108.9
PP1 counter,-0.4,-1.8,-1.3,2.9,8.4,1.7,15.2,-1.2
EBNA-1 inh,-4.7,-7.9,-0.7,2.8,-8.2,2.8,12.4,27.7*
GASC-1 inh,0.9,-0.4,-2.9,33.1,-3.5,-12.1,0.7,31.2

25. Cn1cnc2cc(NC(=O)c3ccc(Cl)cc3)ccc21
26. CCOC(=O)Cc1csc(NC(=O)NC2(C(F)(F)F)Oc3ccccc3O2)n1
27. CN(Cc1ccccc1)C(=O)c1cc(-c2ccc(Br)cc2)on1
28. N=c1c2c3c(sc2ncn1CCCN1CCOCC1)CCCCC3
29. O=C(NC(=O)c1ccccc1)C1=C(N2CCCC2)COC1=O

compound no.,25,26,27,28,29
ZTA DNA inh,17.0,-15.0,3.0,-2.4,-1.4
CTSL1 counter,-1.4,0.3,5.3,-1.5,nt
TPT1 inh,-2.3,-0.4,1.4,-0.1,nt
core dimer inh,-4.5,1.2,1.2,-8.8,nt
PP5 primary,-1.5,1.0,1.2,1.9,1.7
Yeast superoxide,94.1,89.2,103.0,96.1,98.5
PP1 counter,0.5,1.0,0.1,-1.6,-2.8
EBNA-1 inh,9.3,4.9,8.4,5.4,nt
GASC-1 inh,6.0,-12.0,-5.4,10.5,nt

Random excerpt: 2 compounds from above
25. Cn1cnc2cc(NC(=O)c3ccc(Cl)cc3)ccc21
29. O=C(NC(=O)c1ccccc1)C1=C(N2CCCC2)COC1=O

compound no.,25,29
ZTA DNA inh,17.0,-1.4
CTSL1 counter,-1.4,nt
TPT1 inh,-2.3,nt
core dimer inh,-4.5,nt
PP5 primary,-1.5,1.7
Yeast superoxide,94.1,98.5
PP1 counter,0.5,-2.8
EBNA-1 inh,9.3,nt
GASC-1 inh,6.0,nt

Not a hit list. Share with any hit: about 3.1%.
